DT40 TDP1 no CPT: qHTS for Inhibitors of human tyrosyl-DNA phosphodiesterase 1 (TDP1): qHTS in cells in absence of CPT. DT40 Tdp1-/- hTDP1 cells, no CPT, ATP luminescence, 48 h. Potency, µM (series often up to 46.2 µM), without a hit: at the top dose activity change, negative = growth inhibition, hits mostly inhibitors. 420,000 compounds, 15% hits; note: nearly all actives have a fitted effect of over 55% in size
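Camptothecin absent (DMSO only). Human TDP1-complemented DT40 knockout cells, 400 cells/well, 37 °C for minimum 48 hr; ATP measured via CellTiter-Glo, 30 min dark incubation, luminescence.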
N370S GC mod: inhibits or activates N370S mutant glucocerebrosidase | P04062 | N370S GC spleen homogenate, 4MU-glucoside fluorescence | Potency, µM (top dose mostly 59.4 µM), for inactives: top-dose activity change, negative = inhibition, actives largely listed as inhibitors | 330,000 compounds, 0.092% hits | AID 2101;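 note: 0% = full enzyme activity and -100% = no enzyme basal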
TDP1 inh: TDP1 (human) enzyme inhibition. recombinant TDP1, AlphaScreen DNA substrate cleavage. Potency, µM (series often up to 130 µM), for inactives: top-dose activity change, negative = inhibition, hits mostly inhibitors. 350,000 compounds, 0.28% hits. AID 485290; note: nearly all actives have a fitted effect of over 40% in size
Target sequence (Q9NUW8 whole entry, looked up): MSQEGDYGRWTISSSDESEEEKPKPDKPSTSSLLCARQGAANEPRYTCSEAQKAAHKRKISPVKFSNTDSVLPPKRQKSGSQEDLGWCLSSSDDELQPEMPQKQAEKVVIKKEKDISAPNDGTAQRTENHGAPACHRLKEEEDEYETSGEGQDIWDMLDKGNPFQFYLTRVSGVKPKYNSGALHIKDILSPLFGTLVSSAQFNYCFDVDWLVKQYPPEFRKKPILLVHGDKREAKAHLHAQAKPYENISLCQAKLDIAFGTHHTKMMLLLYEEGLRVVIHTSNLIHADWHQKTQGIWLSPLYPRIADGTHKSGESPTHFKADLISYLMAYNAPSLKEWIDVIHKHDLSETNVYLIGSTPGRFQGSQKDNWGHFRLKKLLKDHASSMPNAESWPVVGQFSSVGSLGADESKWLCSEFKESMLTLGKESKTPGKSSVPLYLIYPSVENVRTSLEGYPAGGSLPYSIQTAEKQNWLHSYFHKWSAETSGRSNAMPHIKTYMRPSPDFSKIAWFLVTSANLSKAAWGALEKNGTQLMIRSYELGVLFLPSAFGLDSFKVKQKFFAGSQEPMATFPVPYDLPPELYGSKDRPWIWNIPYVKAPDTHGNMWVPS
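E. coli-derived human Tdp1, 1 nM final. Cpd preinc 15 min RT; substrate 15 nM final, 5 min RT; AS bead mix 10 ug/ml final, 10 min RT. Signal loss = tyrosine-FITC cleavage. No-enzyme wells = max signal.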
* marks the source's active call; other numbers are inactive results; ? = inconclusive; . = not tested or not shown; & = joins results of further samples; [ ] = remark or other dose. Calls come from the whole dose curve; as a rule, active = well fitted curve in the direction sought with a large enough effect; inconclusive = small, poorly fitted or top-dose-only effect, or another doubt; inactive = no such curve, though single readings can be large; an effect the other way counts as inactive or inconclusive. Unless noted, % is set by controls: 0 for no effect and ±100 for the full control effect; potency is the fitted concentration of half-maximal effect. These rows are one share of the data; count on the stated rates, not on these rows.

Sample of the layout (4 entries):
smiles	DT40 TDP1 no CPT	N370S GC mod	TDP1 inh
Cc1nc2ccccc2n1CCc1nc2c3ccccc3nc(=S)n2[nH]1	-21%	6%	8%
CC(=O)c1ccc(CCCCCCCCCC(=O)O)s1	1%	9%	-1%
Cc1cccc(NC(=O)CSc2cccc[n+]2[O-])c1C	-9%	.	0%
O=C(O)CNC(=O)C(Cc1ccccc1)NC(=O)OCc1ccccc1 (stereo not given)	4%	1%	0%

The listing (from the top)
smiles	DT40 TDP1 no CPT	N370S GC mod	TDP1 inh
Cc1nc2ccccc2n1CCc1nc2c3ccccc3nc(=S)n2[nH]1	-21%	6%	8%
CC(=O)c1ccc(CCCCCCCCCC(=O)O)s1	1%	9%	-1%
Cc1cccc(NC(=O)CSc2cccc[n+]2[O-])c1C	-9%	.	0%
O=C(O)CNC(=O)C(Cc1ccccc1)NC(=O)OCc1ccccc1 (stereo not given)	4%	1%	0%
O=C(NC1CCS(=O)(=O)C1)c1ccc(S(=O)(=O)N2CCCC2)cc1 (stereo not given)	-1%	4%	2%[56.1 µM]
COc1ccccc1CNS(=O)(=O)c1ccc2c(c1)CC(C)N2C(C)=O (stereo not given)	18µM*	.	-1%
CCCCNC(=S)N=Nc1c(O)[nH]c2ccccc12	10µM*	16%	11%
CCOc1ccc(N(CC(=O)Nc2ccccc2OCC)S(=O)(=O)c2c(C)noc2C)cc1	3.3µM*	2%	3%
CC(=O)c1ccc(NC(=S)NC(=O)CC(C)C)cc1	10%	19%	5%
COc1ccccc1N1CCN(/N=C/C(Cl)=C/c2ccccc2)CC1	16µM*	2%	9%
COc1cc(/C=N\NC(=O)CNC(=O)C2COc3ccccc3O2)ccc1O (stereo not given)	-2%	-16%	3%
C/C(=N\Nc1ccc(F)cc1F)c1cccs1	.	4%	4%
CC(=O)Nc1cccc(NC(=O)c2cc(-c3cccnc3)nc3ccc(Br)cc23)c1	18µM*	-3%	0%
CN1CCN(C(=O)c2ccc(F)c(F)c2)CC1	11%	-1%	.
CCCN(CC(=O)Nc1ccccc1C)C(=O)C1CC(=O)N(c2ccc(C)cc2)C1 (stereo not given)	-9%	17%	4%
Cc1cc(C(F)(F)F)c(C#N)c(Sc2ccccc2)n1	-16%	3%	-3%
CCCCN(C)C(=O)c1nc2ccccn2c1CN(C)Cc1csc(C)n1	10%	-5%	.
CCCCNC(=O)c1cn(C)c2ccc(S(=O)(=O)N3CCCC3)cc2c1=O	2%&-2%	6%	5%&-2%
CN(Cc1ccccc1)C(=O)C1CCN(S(=O)(=O)c2ccc(-n3cnnn3)cc2)CC1	-10%	-12%	.
CC(c1ccco1)N(C(=O)c1ccc(F)cc1)c1ccccn1 (stereo not given)	?	2%	-2%
COc1ccc(/C=N/NC2=NCCCCC2)c(OC)c1	-1%	-2%	1%
COc1ccc(NC(=O)Cn2c(=O)n(C(C)C)c(=O)c3oc4ccccc4c32)cc1Cl	16µM*	.	3%
Cc1cc(NC(=O)CSc2nnc3ccccn23)no1	-14%	1%	0%
O=C(COc1ccccc1)N1CCc2ccccc21	?	2%	-3%
O=C(CN1C(=O)c2ccccc2S1(=O)=O)c1ccc(OC(F)F)cc1	-13%	-1%	0%
O=C(NS(=O)(=O)Oc1ccccc1F)OC[C@@H]1CCCN2CCCCC12 (stereo not given in full)	-5%	-2%	7%[0.0935 µM]
O=C(N/N=C\c1cn[nH]c1-c1ccccc1)c1ccc([N+](=O)[O-])cc1	?	4%	6%
COc1ccc(OCCn2cnc(Cl)c2Cl)cc1	0%	0%	0%
COc1cc(C(c2sc3nc(C)nn3c2O)N2CCOCC2)cc(OC)c1OC (stereo not given)	-2%	0%	-3%
Cc1onc(-c2ccccc2)c1C(=O)N/N=C/c1c[nH]c2ccccc12	?	3%	-3%

Arranged by count of non-hydrogen atoms (high to low): part of the list above.
smiles	DT40 TDP1 no CPT	N370S GC mod	TDP1 inh
Cc1onc(-c2ccccc2)c1C(=O)N/N=C/c1c[nH]c2ccccc12	?	3%	-3%
CC(=O)c1ccc(CCCCCCCCCC(=O)O)s1	1%	9%	-1%
COc1ccc(OCCn2cnc(Cl)c2Cl)cc1	0%	0%	0%

Going on with the list:
smiles	DT40 TDP1 no CPT	N370S GC mod	TDP1 inh
COCCN(C(=O)CSc1nnc(Nc2ccccc2F)s1)c1c(N)n(Cc2ccccc2)c(=O)[nH]c1=O	-10%	7%	1%
CCOc1ccc(-c2nc3n(c(=O)c2C#N)CCCS3)cc1	-16%	8%	2%
COCc1nn2c(N)c(-c3ccccc3)cnc2c1-c1ccccc1	-23%	-11%	.
CC(=O)Nc1ccc(NC(=O)C(c2ccccc2)N2Cc3ccccc3C2=O)cc1 (stereo not given)	2%	.	2%
CCOC(=O)c1csc(NC(=O)CSc2nnnn2-c2cccc(OC)c2)n1	-27%	12%	5%
CCOC(=O)N1CCN(c2ccc(C(C)=O)cc2F)CC1	-5%	-17%	5%
CCCCCOP(=O)(c1ccccc1)c1ccccc1	?	16%	1%
CCOC(=O)C1CCN(CCC(=O)Nc2cc(C)ccc2C)CC1	-16%	-2%	.
CCNC(=O)NC(=O)C(C)OC(=O)c1oc2ccc(OCC)cc2c1C (stereo not given)	-5%	1%	4%
CCOC(=O)N1CCC(NC(=O)C(C)n2c3ccccc3c3cnn(C)c(=O)c32)CC1 (stereo not given)	-19%	-13%	0%
Cc1ccc(CNC(=O)c2cc(-c3ccccc3)n(Cc3cc(C)no3)n2)cc1	?	-1%	2%
COC(=O)C(CO)Nc1ncnc2onc(-c3ccc(F)cc3)c12 (stereo not given)	-14%	-5%	.
COc1ccc(CNC(=O)CCS(=O)(=O)c2cc(Br)cc3c2N(C(=O)C2CC2)CC3)cc1	?	.	0%[12.3 µM]
COc1cccc(CNC(=O)c2cc(=O)[nH]c3ccc(S(=O)(=O)N4CCCCC4)cc23)c1	-12%	.	4%
CCCCOc1cccc(C(=O)NC(=S)Nc2cccc(C(F)(F)F)c2)c1	29µM*	7%	8%
O=C(O)c1ccc(NC2=C/C(=N/S(=O)(=O)c3ccccc3)c3ccccc3C2=O)cc1	3.7µM*	4%	9%
O=C(COc1ccccc1)NS(=O)(=O)c1ccc(Cl)cc1	23%	0%	5%
Cc1ccc(C(CC(=O)Nc2ccc(F)c(Cl)c2)N2Cc3ccccc3C2=O)cc1 (stereo not given)	?	.	-3%
Cc1ccccc1C(=O)N1CCC(C(=O)Nc2sccc2C(N)=O)CC1	-18%	.	3%
CCOC(=O)c1c(NC(NC(C)=O)C(Cl)(Cl)Cl)sc2c1CCCC2 (stereo not given)	?	8%	0%
CCc1ccc2[nH]c(=O)c(CN(Cc3ccc(F)cc3)C(c3nnnn3CCN3CCOCC3)C(C)C)cc2c1 (stereo not given)	?	-7%	0%
CC(C)CNC(=O)CSc1n[nH]c(=O)n1CCc1ccccc1	10%	3%	.
COC(=O)c1c(NC(=O)c2ccccc2F)sc2c1C(C(=O)OC)CC2 (stereo not given)	12µM*	-3%	.
Cc1ccc(C(=O)N/N=C\c2ccc(-c3ccc([N+](=O)[O-])cc3)o2)cn1	?	-5%	7%
Cc1c(Cl)cccc1NC(=S)NCc1ccc2c(c1)OCO2	-28%	4%	3%
Cc1c(NC(=O)C(C)OC(=O)c2ccccc2O)c(=O)n(-c2ccccc2)n1C (stereo not given)	-11%	.	-1%
COc1ccc(Cc2nnc(SCC(=O)Nc3ccc(C)cc3)n(N)c2=O)cc1	3%	16%	0%
Cc1nn(Cc2nc(-c3cccs3)no2)c(C)c1Br	-27%	10%	-2%
COc1cc(NS(=O)(=O)c2ccc(C)cc2)ccc1-n1cnnn1	-20%	7%	2%
Cc1cc(C)cc(NC(=O)C(=O)NC(C)c2ccccc2)c1 (stereo not given)	?	.	-4%[12.3 µM]

Remaining list, next part:
smiles	DT40 TDP1 no CPT	N370S GC mod	TDP1 inh
CCOC(=O)c1ccc(NC(=O)C(=O)NCc2ccccn2)cc1	?	6%	6%
Cc1cccc(NC(=O)CSc2n[nH]c(-c3ccncc3)n2)c1	-11%	-1%	1%
CCN(CC)C(=O)c1cc(S(=O)(=O)N2CCCCC2)c[nH]1	?	?	.
O=C(Cc1ccccc1F)N1CCC(c2nc3c(nnn3Cc3cccc(Cl)c3)c(=O)[nH]2)CC1	?	.	2%
O=C(CNC(=O)c1ccc(Oc2ccccc2)cc1)OC1CCCCC1=O (stereo not given)	1%	3%	-4%
CN(C)CCCOC(=O)CCc1ccccc1	-3%	6%	10%
Cc1cccc(OCC(=O)Nc2ccc3c(c2)N(C)C(=O)c2ccccc2S3)c1	10µM*	.	0%
O=C(Nc1ccc(F)cc1)c1ccc(CN2CC(=O)N3CCCCC3C2=O)cc1 (stereo not given)	-24%	.	5%
C=CCOc1ccc2ccccc2c1CNc1ncn[nH]1	-13%	6%	5%
O=C(CNCC1CCCCC1)Nc1ccc(N2CCCCC2)cc1	.	-9%	5%
CCc1ccc(-c2nc(CS(=O)CC(=O)NCCCN3CCC(C)CC3)c(C)o2)cc1 (stereo not given)	?	1%	1%
CCOCCCNc1nc2c(c(=O)[nH]c(=O)n2C)n1CCCc1ccccc1	-18%	8%	1%
Cc1nn(C)c2c1c(C(F)(F)F)cc(=O)n2CC(=O)NCc1ccc(OC(C)C)cc1	?	.	8%
O=C(CN(c1cc(C(F)(F)F)ccc1Cl)S(=O)(=O)c1ccccc1)NCc1cccnc1	18µM*	1%	1%
C=CCOc1ccccc1CN(CCc1ccccc1)C(=O)c1cccc(S(C)(=O)=O)c1	?	2%	-11%
CC1=C(C(=O)OCc2ccccc2)C(/C=C/c2ccccc2)N2C(=O)CCSC2=N1 (stereo not given)	-51%	7%	4%
O=C1C(=O)N(Cc2cccnc2)C(c2ccccn2)/C1=C(/O)c1ccc(Br)cc1 (stereo not given)	3%	-7%	.
CCOC(=O)C1Oc2ccccc2C(c2ccccc2)=C1C(C)=O (stereo not given)	.	7%[89.1 µM]	-4%
CN(C)c1ncc2nc(-c3ccccc3)c(=O)n(-c3ccccc3)c2n1	9%	17%	.
Cc1ccc2ncc(C(=O)Nc3cccc(C(F)(F)F)c3)c(=O)n2c1	2%	.	-4%
N#CC1=C(N)Oc2nc[nH]c(=O)c2C1c1cccs1 (stereo not given)	3%	-19%	-1%
CCOc1ccccc1CNC(=O)c1oc2c(c1C)-c1nn(Cc3cccc(Cl)c3)cc1CC2	21µM*	.	8%
C#CCCCO/N=C1/C[C@@H](O)[C@@H](O)[C@@H]2[C@@H]3C(=O)N(C[C@@H]4CCCO4)C(=O)[C@H]3CC[C@@H]12	.	1%[12.8 µM]	5%[21 µM]
O=C(CCl)NC1CCCc2ccccc21 (stereo not given)	18µM*	-3%	6%
Cc1ccc(NC(=O)c2n[nH]c(=O)c3ccccc23)cc1S(=O)(=O)N1CCOCC1	?	.	-1%
O=S(=O)(c1ccccc1)N1CCN=C1SCc1cccnc1	-17%	5%	8%
CCC(=O)Nc1cccc(C2=NOC3(C2)C[C@H](C(N)=O)N(C(=O)CC#N)C3)c1 (stereo not given in full)	-12%	10%	5%
NS(=O)(=O)c1ccc(NC(=O)c2ccc(-c3ccccc3)cc2)cc1	-6%	7%	0%
Cc1cccc(C(=O)NCC(=O)OCc2cc(=O)n3nc(C)sc3n2)c1	3%	.	-2%
Cc1ccc(CN2CCC(CNC(=O)Nc3cccc(Cl)c3C)C2)cc1 (stereo not given)	?	.	7%

Other entries
smiles	DT40 TDP1 no CPT	N370S GC mod	TDP1 inh
O=S(=O)(c1ccccc1)N1CCN(S(=O)(=O)c2ccc(F)cc2)CC1	-11%	-7%	.
Cc1ccc2oc(=O)c(/C=C(\O)c3sc(C)nc3C)nc2c1	23µM*	-6%	1%
CN1C(=O)N(C)c2ccc(C=O)c3cccc1c23	?	-10%	-3%
COc1ccc(Cl)cc1S(=O)(=O)Nc1ccc2[nH]c(=O)[nH]c2c1	16µM*	.	0%
COc1ccc(NC(=O)CN(C)C(=O)c2cnc(Cl)c(Cl)c2)cc1	-7%	-2%	.
COCC(C)n1c(SCC(=O)N2CC(=O)Nc3ccccc32)nc2ccccc2c1=O (stereo not given)	-21%	.	-2%[56.1 µM]
O=C(O)c1ccccc1SCC(=O)N1c2ccccc2Sc2ccccc21	-3%	14%	8%
CCn1c(=O)c2cc(C(=O)NCCCN3CCN(c4ccc(F)cc4)CC3)sc2c2ccccc21	6.5µM*	.	6%
CCCCN(C)C(=O)CN1C(=O)CCn2nc(-c3cn(C)c4ccccc34)cc21	-30%	.	8%
O=C(Nc1ccc(F)cc1)c1ccccc1F	-16%	-2%	-3%
Cn1c(SCC(=O)NC2CC2)nnc1-c1cccs1	-6%	?	5%
CC1=NN(c2ccccc2)C(=O)/C1=C/N(C)C	4%	-3%	8%
COc1ccc(Oc2ncccc2[N+](=O)[O-])cc1	-10%	-6%	4%
